# Bioassay records as filed in PubChem BioAssay.
# LmPK inh: qHTS Assay for Inhibitors of Leishmania Mexicana Pyruvate Kinase (LmPK); purified LmPK, Kinase-Glo ATP luminescence, 1 h; Potency, µM (highest dose often 57.5 µM), for the others: at the top dose activity change, negative = inhibition, actives largely listed as inhibitors; hit rate 0.37% among 290,000
# Target sequence (Q27686 whole entry, looked up): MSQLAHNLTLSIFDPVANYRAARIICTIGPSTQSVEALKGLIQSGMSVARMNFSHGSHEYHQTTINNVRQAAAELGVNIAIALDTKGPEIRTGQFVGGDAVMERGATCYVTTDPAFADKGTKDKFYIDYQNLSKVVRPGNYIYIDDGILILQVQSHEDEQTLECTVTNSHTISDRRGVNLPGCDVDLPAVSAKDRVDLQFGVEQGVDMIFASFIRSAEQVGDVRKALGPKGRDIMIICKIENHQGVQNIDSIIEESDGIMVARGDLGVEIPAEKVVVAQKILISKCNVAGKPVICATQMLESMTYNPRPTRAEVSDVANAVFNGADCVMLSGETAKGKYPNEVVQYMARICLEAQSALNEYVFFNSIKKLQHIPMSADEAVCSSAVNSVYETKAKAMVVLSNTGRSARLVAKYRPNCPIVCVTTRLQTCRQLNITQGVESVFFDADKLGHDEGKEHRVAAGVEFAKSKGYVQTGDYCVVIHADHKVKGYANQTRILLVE
#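 Screened at intermediate enzyme activity to detect both inhibitors and activators: LmPK at 0.1 nM, with a 0.5 nM enzyme column as activation reference. PEP 0.5 mM, ADP 0.1 mM; ATP detected by luminescence after 1 h.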
# HCV inhibitor: qHTS Assay for Inhibitors of Hepatitis C Virus (HCV) | Huh7.5.1 HCVcc-Cre infection, luciferase reporter, 44 h | Potency, µM (series often up to 41.8 µM), inactives show at the highest dose activity change, negative = inhibition, usual class: inhibitors | hit rate 3.4% among 340,000 | AID 651820, 2012
#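 Cells (1,000/well) were plated 4 h before compound, then infected with HCVcc-Cre virus (~0.5 moi). After 44 h further culture, infection was read as luciferase luminescence following a 15 min substrate incubation at room temperature.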
# Pf growth 96h: Primary qHTS for delayed death inhibitors of the malarial parasite plastid, 96 hour incubation | P. falciparum luciferase reporter growth, 96 h | Potency, µM (top dose mostly 28.7 µM), inactives show top-dose activity change, negative = inhibition, actives largely listed as inhibitors | hit rate 6.9% among 320,000 | AID 504834, 2011
#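 Compounds incubated with erythrocytes infected by luciferase-expressing P. falciparum (2% hematocrit, 0.05% parasitemia final) for 96 hours, 37 C in 5% CO2. Growth inhibition scored as decreased luciferase luminescence.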
# Pf growth 48h: Primary qHTS for delayed death inhibitors of the malarial parasite plastid, 48 hour incubation. P. falciparum luciferase growth in erythrocytes, 48 h. Potency, µM (doses to about 28.7 µM), for inactives: at the top dose activity change, negative = inhibition, usual class: inhibitors. hit rate 5.9% among 310,000. AID 504832, 2011
#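 Firefly luciferase activity from engineered P. falciparum reports growth; inhibitors lower the luminescent signal. Cultures contained 2% hematocrit erythrocytes at 0.1% final parasitemia.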
# Sm TGR inh: qHTS Assay for the Inhibitors of Schistosoma Mansoni Peroxiredoxins; Schistosoma mansoni thioredoxin glutathione reductase (TGR), Q962Y6; AID 485364, 2010; hit rate 3% among 360,000; Potency, µM (top dose mostly 114 µM), inactives show at the highest dose activity change, negative = inhibition, usual class: inhibitors; purified TGR, DTNB reduction, TNB absorbance 405 nm; note: nearly all actives have a fitted effect of over 60% in size
#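 TGR 20 nM + NADPH 100 uM (dispensed conc.), cpd preinc 15 min RT; start with NADPH (500 uM addition) then DTNB (15 mM addition). Kinetic TNB absorbance, 405 nm filter. Four-parameter Hill fit across titration.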
# Tb PYK inh: qHTS of Trypanosoma Brucei Inhibitors | pyruvate kinase (Trypanosoma brucei), Q57TT1 | TbPYK enzyme, Kinase-Glo Plus ATP luminescence, 45 min | Potency, µM (titrated, usually from 76.8 µM), inactives show top-dose activity, negative = inhibition, actives largely listed as inhibitors | hit rate 0.12% among 410,000; note: nearly all actives have a fitted effect of over 50% in size
#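 T. brucei PYK with substrate was exposed to pin-transferred compounds across a concentration series, then started with 130 uM ADP (final). After 45 min at room temperature, Kinase-Glo Plus luminescence was read, normalized and curve-fitted.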
# Starred values were filed as active, the others as inactive; ? = inconclusive; . = no result given; & = joins results of further samples; [ ] = dose if it differs, or a comment. Calls come from the whole dose curve; as a rule, active = well fitted curve in the direction sought with a large enough effect; inconclusive = small, poorly fitted or top-dose-only effect, or another doubt; inactive = no such curve, though single readings can be large; an effect the other way counts as inactive or inconclusive. % is set by controls: 0 for no effect and ±100 for the full control effect; potency is the fitted concentration of half-maximal effect.
entry | compound | Pf growth 48h | Pf growth 96h | Sm TGR inh
1 | CCOC(=O)c1ccc(S(=O)(=O)NNS(=O)(=O)c2ccc(C)cc2)cc1 | -3% | 17% | 4%
2 | CCN(CC)CCNCC(=O)Nc1ccc(Oc2ccccc2)cc1 | ? | ? | 4%
3 | O=C(NCc1ccccn1)c1cccc(NS(=O)(=O)c2ccc(Br)cc2)c1 | 5% | 6% | -3%
4 | CCOCCCNC(=O)C(NC(=O)Cc1cccs1)c1ccc(C)cc1 (centres undefined) | 7% | ? | -7%
5 | COc1ccc(NC(=O)c2ccc(NC(=O)CSc3nc(N)cc(=O)[nH]3)cc2)cc1 | -12% | 14% | -23%
6 | CC(CNC(=O)CCn1ccc2cc(S(=O)(=O)N3CCCC3)ccc21)c1ccccc1 (centres undefined) | ? | 12µM* | -9%
7 | NS(=O)(=O)c1ccc(NC(=O)COC(=O)COc2ccc(Cl)cc2)cc1 | 19% | -21% | -21%
8 | CN(C)S(=O)(=O)c1ccc(C(=O)OCCc2ccccc2)cc1 | 32%[activator] | -20% | -4%
9 | CCn1c(C)c(C(C)=O)c(N2CCN(c3ccccc3)CC2)nc1=S | . | -2% | 0%
10 | CCOC(=O)CSc1nc2ccccc2c(=O)n1CC | -17% | 53%[activator] | 9%
11 | COc1nc2ccccc2nc1N1CCN(c2ccc(F)cc2)CC1 | 0% | -27% | 13%
12 | Cn1cc([N+](=O)[O-])c(C(=O)N/N=C\c2c[nH]c3ccccc23)n1 | 15% | 7% | .
13 | O=C(NCCN1CCCCC1)c1cc(Cl)ccc1Cl | 0% | 4.7µM* | -20%
14 | Cc1ccc(OCc2nnc(SCC(=O)Nc3ccc(N4CCOCC4)cc3)o2)cc1 | 2% | 4% | 0%
15 | CCOc1ccc(-c2nnn(CC(=O)N3CCCC3)n2)cc1OCC | -20% | ? | 1%

entry | Tb PYK inh | HCV inhibitor | LmPK inh
1 | -11% | 13% | -2%
2 | -6% | ? | -5%
3 | 4% | 1% | .
4 | 2% | 1% | -8%
5 | 2% | ? | .
6 | 5% | -26% | 0%
7 | -1% | 20% | -1%
8 | 2% | 9% | -5%
9 | -1% | -16% | -7%
10 | -2% | -27% | 6%
11 | 12% | -21% | -1%
12 | 3% | 6% | -1%
13 | -3% | -4% | 3%
14 | -6% | 12% | -1%
15 | -13% | ? | 1%

# Quoted from the listing.
# In Tb PYK inh, CC(CNC(=O)CCn1ccc2cc(S(=O)(=O)N3CCCC3)ccc21)c1ccccc1 (centres undefined) has the entry 5%
# In Tb PYK inh, COc1nc2ccccc2nc1N1CCN(c2ccc(F)cc2)CC1 has the entry 12%
# In Pf growth 96h, COc1ccc(NC(=O)c2ccc(NC(=O)CSc3nc(N)cc(=O)[nH]3)cc2)cc1 has the entry 14%
# In Sm TGR inh, CCOCCCNC(=O)C(NC(=O)Cc1cccs1)c1ccc(C)cc1 (centres undefined) has the entry -7%

# The listing continues.
entry | compound | Pf growth 48h | Pf growth 96h | Sm TGR inh
16 | O=C(c1cc(-c2cccs2)nn1-c1ccccc1)N1CCN(S(=O)(=O)c2ccccc2)CC1 | 10µM* | 4.1µM* | 6%
17 | CC(=O)N1CCCc2cc(S(=O)(=O)NCc3ccc(C)cc3)ccc21 | 15% | 43%[activator] | -11%
18 | CCN(CC)C(=O)N1CCN(S(=O)(=O)c2c(C)cc(C)cc2C)CC1 | -12% | ? | 9%
19 | O=C(CCN1C(=O)/C(=C/c2cccs2)SC1=S)Nc1ccc(C(=O)O)c(O)c1 | 29% | -5% | 0%
20 | O=C(N/N=C/c1ccc(Cl)cc1)c1sccc1OCc1ccc(F)cc1 | ? | 9.3µM* | 7%
21 | CC(CNS(=O)(=O)c1ccc2c(c1)NC(=O)CCS2)c1ccccc1 (centres undefined) | -8% | ? | -7%
22 | O=C(NCCCN1CCOCC1)c1ccc(Sc2ccccc2Cl)c([N+](=O)[O-])c1 | -14% | ? | -7%
23 | CCOP(=O)(OCC)C(Cc1ccccc1)NC(C)=O (centres undefined) | 15% | 23% | 0%
24 | O=C(O)CC/C(=N/NC(=O)c1ccc(-c2ccccc2)cc1)c1ccccc1 | 10% | 23% | 2%
25 | CN1C(=O)c2ccc(NC(=O)c3ccc(Cl)cc3Cl)cc2C1=O | 30%[activator] | ? | 16%
26 | CC(=O)Nc1ccccc1NC(=O)c1ccccc1-c1ccccc1 | ? | -2% | 0%
27 | COc1cccc(/C=C/C(=O)OCC(=O)N2c3ccccc3NC(=O)C2(C)C)c1 | -10% | ? | -2%
28 | CNC(=O)C12CC3CC(CC(Cl)(C3)C1)C2 | -4% | 17% | 0%
29 | CC(NC(=O)C1=CC=CN2CCS(=O)(=O)N=C12)c1ccc(Cl)cc1Cl (centres undefined) | -28% | ? | 0%
30 | Cc1ccccc1C(=O)NNC(=O)CCC(=O)Nc1cccc(Cl)c1C | 36%[activator] | -20% | -12%

entry | Tb PYK inh | HCV inhibitor | LmPK inh
16 | -10% | ? | .
17 | -2% | ? | 2%
18 | 4% | -26% | -6%
19 | -6% | 6% | 3%
20 | 0% | ? | 8%
21 | 1% | ? | -1%
22 | 4% | ? | 3%
23 | 0% | 11% | -14%
24 | -3% | 10% | 3%
25 | 2% | -3% | -6%
26 | 0% | 23% | -3%
27 | -2% | 1% | 3%
28 | -4% | 19% | -4%
29 | 3% | 4% | .
30 | -4% | -12% | 8%

# Next section:
entry | compound | Pf growth 48h | Pf growth 96h | Sm TGR inh
31 | COc1cc(OC)cc(-n2c3nc4ccccc4nc3c3c(=O)n(CC4CCCO4)cnc32)c1 (centres undefined) | 20% | 0% | 3%
32 | O=C(/C=C/c1ccc([N+](=O)[O-])cc1)NCc1cccnc1 | 66%[activator] | 68%[activator] | -27%
33 | C#Cc1ccc(CN2CCC(C(=O)Nc3ccc(Oc4ccccc4)nc3)CC2)cc1 | ? | 2.3µM* | 0%
34 | CN(C)c1ccc(-n2cccc2)cc1 | 5% | -7% | -1%
35 | CCc1ccccc1NC(=O)[C@@H]1CCC(=O)N1C1OC(=O)c2ccccc21 (some centres undefined) | 41%[activator] | 1% | -19%
36 | O=C(Cn1cnc2ccccc2c1=O)N1CCc2ccccc2C1 | 25% | 33%[activator] | 4%
37 | CCOc1ccccc1-n1c(SCC(=O)N2CCCC2)nnc1-c1ccc(O)cc1 | ? | ? | -5%
38 | Cc1ccccc1-n1nc(C)c2cc(C(=O)N3CCN(S(=O)(=O)c4ccc(F)cc4)CC3)sc21 | 4.7µM* | . | 4%
39 | COCCNC(=O)C(c1ccc(C)cc1)N(C(=O)CCC(=O)Nc1ccccn1)c1ccc(F)cc1 (centres undefined) | 0% | -14% | 1%
40 | CC(=O)NC(CC(=O)N(C)Cc1c(F)cccc1Cl)c1ccccc1 (centres undefined) | -16% | 23% | -3%
41 | CCn1c(Cc2ccccc2)nnc1SCC(=O)Nc1cc(C)on1 | -14% | 8.3µM* | 6%
42 | COc1ccc(NC(=O)C2=C(C)NC(=O)NC2c2cccs2)c(OC)c1 (centres undefined) | 11% | 16% | -5%
43 | CCN(C(=O)COC(=O)c1n[nH]c2ccccc12)C1CCS(=O)(=O)C1 (centres undefined) | 2% | ? | -6%
44 | CCCCNC(=O)c1cc2c(=O)n3cccc(C)c3nc2n(Cc2ccncc2)c1=N | 5.2µM* | -25% | -12%
45 | COc1ccc(/C=N/NC(=O)c2cccnc2)cc1CN1CCCc2ccccc21 | ? | -17% | -2%

entry | Tb PYK inh | HCV inhibitor | LmPK inh
31 | 1% | -8% | -3%
32 | 6% | 30% | 0%
33 | -6% | 4.5µM* | -7%
34 | -13% | 13% | 1%
35 | -4% | 18% | 7%
36 | -7% | -1% | -1%
37 | -16% | 15% | -2%
38 | -2% | ? | 3%
39 | -9% | 17% | 7%
40 | -8% | 1% | 2%
41 | -4% | -5% | 1%
42 | -7% | 10% | -3%
43 | -7% | 13% | -8%
44 | 9% | 8% | 4%
45 | -2% | -17% | -2%

# Later entries
entry | compound | Pf growth 48h | Pf growth 96h | Sm TGR inh
46 | C=C(C)CN1CCN(S(=O)(=O)c2ccc(C)c(N(C)S(=O)(=O)c3ccc(C)cc3)c2C)CC1 | 10µM* | -18% | -5%
47 | Cc1ccc(NC(=O)C(C)Sc2nc(-c3ccccc3)cc(=O)[nH]2)cc1 (centres undefined) | 18% | 29% | -14%
48 | CCC(=O)N1CCc2cc(S(=O)(=O)N3CCc4ccccc4C3)ccc21 | . | 0% | 5%
49 | Cc1nnc(C)c2c(C)n(-c3ccc(Cl)c(N)c3)c(C)c12 | -28% | 13µM* | -28%
50 | Cc1cc(S(=O)(=O)NCc2ccco2)c(C)s1 | 5% | 7.4µM* | -6%
51 | COc1ccc(NC(=O)CN2CCN(c3ccccc3)CC2)cc1 | 4% | 50%[5.75 µM] | -5%
52 | O=C1C(Cc2ccccc2)Nc2ncnc(N3CCOCC3)c2N1Cc1ccc(Cl)cc1 (centres undefined) | 9.3µM* | 0% | ?
53 | CCOc1ccccc1OCCCC(=O)N1CCN(S(=O)(=O)c2ccc(Cl)cc2)CC1 | 13µM* | ? | -14%
54 | CC(C)(C)NC(=O)Cn1nnc(-c2ccc(OCc3c(F)cccc3Cl)cc2)n1 | ? | ? | 1%
55 | COc1ccccc1-c1c(-c2ccc(O)cc2O)n[nH]c1C(F)(F)F | ? | 13µM* | 4%
56 | COc1ccccc1N1CCN(Cc2c(F)cccc2F)CC1 | 10% | . | -3%
57 | COc1ccc(C2CC2/C(=N/OC(=O)c2cccs2)c2ccccc2)cc1 (centres undefined) | -28% | . | -5%

entry | Tb PYK inh | HCV inhibitor | LmPK inh
46 | 21% | ? | 0%
47 | 1% | 15% | 0%
48 | 1% | 20% | 0%
49 | -5% | ? | -8%
50 | 0% | 26% | 2%
51 | 2% | -2% | 1%
52 | -6%&11% | 14% | .
53 | 3% | -14% | .
54 | -18% | 1% | 3%
55 | -6% | ? | 4%
56 | 0% | -4% | 0%
57 | 0% | -13% | 2%

# Reprinted at random: five compounds from above
entry | compound | Pf growth 48h | Pf growth 96h | Sm TGR inh
48 | CCC(=O)N1CCc2cc(S(=O)(=O)N3CCc4ccccc4C3)ccc21 | . | 0% | 5%
55 | COc1ccccc1-c1c(-c2ccc(O)cc2O)n[nH]c1C(F)(F)F | ? | 13µM* | 4%
52 | O=C1C(Cc2ccccc2)Nc2ncnc(N3CCOCC3)c2N1Cc1ccc(Cl)cc1 (centres undefined) | 9.3µM* | 0% | ?
51 | COc1ccc(NC(=O)CN2CCN(c3ccccc3)CC2)cc1 | 4% | 50%[5.75 µM] | -5%
47 | Cc1ccc(NC(=O)C(C)Sc2nc(-c3ccccc3)cc(=O)[nH]2)cc1 (centres undefined) | 18% | 29% | -14%

entry | Tb PYK inh | HCV inhibitor | LmPK inh
48 | 1% | 20% | 0%
55 | -6% | ? | 4%
52 | -6%&11% | 14% | .
51 | 2% | -2% | 1%
47 | 1% | 15% | 0%
